Screening results as filed in PubChem.
Scp-1 inhibitor: Scp-1 phosphatase inhibitors, primary screen, biochemical, colorimetric, uHTS. Carboxy-terminal domain RNA polymerase II polypeptide A small phosphatase 1 (Homo …. inhibition, % at 20 µM. actives 0.88% (n = 340,000). AID 493091, 2011. Recombinant Scp1, phosphopeptide, malachite green phosphate absorbance;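 active = inhibition above about 50% at 20 µM, limit read from the data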;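 also: plate controls were DMSO wells with enzyme for no effect and wells lacking enzyme for full effect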
Target sequence (Q9GZU7 76-261 limits assumed): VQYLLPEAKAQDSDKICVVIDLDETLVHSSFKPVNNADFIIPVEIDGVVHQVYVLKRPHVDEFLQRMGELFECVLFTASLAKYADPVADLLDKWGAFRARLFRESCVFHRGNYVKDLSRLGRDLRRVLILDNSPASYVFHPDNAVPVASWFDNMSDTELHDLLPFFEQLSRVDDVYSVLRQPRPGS
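Material: truncated SCP-1 phosphatase (76-261aa) / Buffer or medium: 50 mM Tris acetate pH 5.5, 0.005% Tween-20, 10 mM MgCl2 / Compound dosing: one concentration, 20 µM, with 1.0% DMSO / Incubation: 45 min room-temperature reaction, 5 min colour, 30 min stabiliser / Detection: colorimetric free-phosphate detection, absorbance 630 nm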
Rpn11 inh: Rpn11 (PSMD14) deubiquitinase inhibitors, primary screen, biochemical, fluorescence polarization, uHTS | human 26S proteasome, Ub4-pepOG fluorescence polarization; 20S core pre-blocked with epoxomicin | calls only at 20 µM | actives 0.59% (n = 360,000);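 active = inhibition at 20 µM, scaled to each plate's controls, above about 33%, limit read from the data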
LMPTP block: LMPTP phosphatase inhibitors, primary screen, biochemical, fluorescence intensity, uHTS; recombinant LMPTP-A, OMFP fluorogenic substrate; inhibition, % at 20 µM; actives 0.22% (n = 360,000); AID 651560, 2012;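 active = compounds that cut the enzyme signal by at least half of the control window in the single-dose screen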;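 also: plate controls were DMSO wells with enzyme plus substrate for no effect and substrate without enzyme for full effect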
Target sequence (P24666 whole entry, looked up): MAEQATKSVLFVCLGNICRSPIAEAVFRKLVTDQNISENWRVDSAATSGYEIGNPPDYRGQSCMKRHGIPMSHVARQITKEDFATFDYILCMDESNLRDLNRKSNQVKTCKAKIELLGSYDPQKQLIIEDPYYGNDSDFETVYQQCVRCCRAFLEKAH
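Assay system: LMPTP-A phosphatase enzyme | Input: 0.625 nM enzyme | Also added: Fluorogenic phosphatase substrate OMFP at 400 µM final | Compound dosing: One test concentration per compound, 20 µM, with 3% DMSO overall | Schedule: 50 min enzyme reaction at room temperature, protected from light | Signal: Fluorescence intensity | Benchmarks: no-enzyme and uninhibited controls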
CSN deneddyl inh: inhibitors of CSN-mediated cullin deneddylation, primary screen, biochemical, fluorescence polarization, uHTS | inhibition, % at 12.5 µM | actives 0.38% (n = 360,000) | Purified CSN, SCF-Nedd8-OG deneddylation | COP9 signalosome complex subunit 5 (Homo sapiens), Q92905;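 active = pattern-corrected inhibition above about 35%, with an unprinted fluorescence ratio check between 0.5 and 1.5, limit read from the data, passing the limit was not always enough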;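 also: 0% = enzyme with substrate and 100% = substrate without enzyme; some results filed as inactive read as strong as hits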
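Assay system: HEK293T-derived human Csn5 enzyme; quantity: 0.24 nM enzyme; medium: Tris/NaCl/DTT buffer, pH 7.5; also added: substrate SCFSkp2-Nedd8OG, 10 nM; doses: 12.5 µM compound; schedule: 90 min reaction at room temperature; signal: FP; read-out: % inhibition of substrate cleavage by Csn5; benchmarks: substrate-only high control, full reaction low control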
SUMO1 PPI mod: modulators of SUMO1 protein-protein interactions, primary screen, biochemical, uHTS; SUMO1 binding to a labelled peptide, TR-FRET, 1 h; inhibition, % at 20 µM; actives 0.33% (n = 360,000); AID 602429, 2012; in the data active = inhibition above about 37%
Target sequence (P63165 whole entry, looked up): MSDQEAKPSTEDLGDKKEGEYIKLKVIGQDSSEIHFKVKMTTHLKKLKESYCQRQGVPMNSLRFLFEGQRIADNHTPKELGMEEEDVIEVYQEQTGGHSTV
DNMT1 inh: human DNMT1 methyltransferase inhibitors, primary screen, biochemical, molecular beacon, fluorescence, HinP1I cleavage, uHTS. DNA (cytosine-5)-methyltransferase 1 (Homo sapiens), P26358. inhibition (reported as % activation of signal), % at 10 µM. actives 0.83% (n = 360,000). AID 588458, 2011; in the data active = inhibition above about 50%
Neddyl block: inhibitors of cullin neddylation, primary screen, biochemical, TR-FRET, uHTS, NAE and Ubc12 | calls only at 25 µM | actives 0.58% (n = 360,000); in the data active = inhibition above about 36%
Rin1-Abl PPI inh: inhibitors of Rin1-Abl protein binding, primary screen, biochemical, TR-FRET. inhibition, % at 7.35 µM. actives 0.4% (n = 360,000). Tyrosine-protein kinase ABL1 (Homo sapiens) + Ras and Rab interactor 1 (Homo sapiens), …; in the data active = inhibition above about 5%, passing the limit was not always enough
STEP inh: STEP phosphatase inhibitors, primary screen, biochemical, fluorescence intensity, uHTS | actives 0.25% (n = 360,000) | recombinant STEP, OMFP fluorogenic substrate | Tyrosine-protein phosphatase non-receptor type 5 (Homo sapiens), P54829 | inhibition, % at 20 µM;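 active = inhibition at 20 µM, scaled per plate between control wells, above about 37%, limit read from the data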;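 also: 0% = DMSO with enzyme and substrate and 100% = substrate only without enzyme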
Target sequence (P54829 whole entry, looked up): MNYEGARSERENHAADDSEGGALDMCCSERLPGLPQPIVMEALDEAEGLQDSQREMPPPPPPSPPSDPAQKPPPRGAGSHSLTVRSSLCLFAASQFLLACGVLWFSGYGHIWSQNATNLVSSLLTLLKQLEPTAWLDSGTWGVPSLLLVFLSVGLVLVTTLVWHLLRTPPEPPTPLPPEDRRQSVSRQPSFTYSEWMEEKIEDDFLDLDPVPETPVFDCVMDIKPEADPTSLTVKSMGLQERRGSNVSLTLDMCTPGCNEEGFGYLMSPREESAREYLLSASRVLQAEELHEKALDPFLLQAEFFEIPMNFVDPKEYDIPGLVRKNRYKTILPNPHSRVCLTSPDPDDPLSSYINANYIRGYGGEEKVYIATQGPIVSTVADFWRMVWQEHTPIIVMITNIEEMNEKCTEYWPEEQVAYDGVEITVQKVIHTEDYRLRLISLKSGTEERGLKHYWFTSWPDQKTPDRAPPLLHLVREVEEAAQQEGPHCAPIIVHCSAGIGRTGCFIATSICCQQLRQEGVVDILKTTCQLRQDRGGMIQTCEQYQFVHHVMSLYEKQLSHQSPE
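Measure: Control-normalized % inhibition with plate pattern correction | Test system: STEP phosphatase, cell-free reaction | Medium: pH 6.0 Bis-Tris with DTT and Tween 20 | Technique: Fluorescence, 480/540 nm | Times: Reaction 20 min, ambient temperature | Doses: Single compound dose of 20 µM, 1% DMSO final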
NadD block: inhibitors of S. aureus NadD, primary screen, biochemical, colorimetric, uHTS; Nicotinate-nucleotide adenylyltransferase NadD (Staphylococcus aureus N315); actives 0.78% (n = 360,000); inhibition, % at 20 µM; AID 602399, 2012; purified NadD enzyme, colorimetric absorbance read-out; in the data active = inhibition above about 26%; also: some compounds past the cut are filed as inactive
* = called active by the depositor; i = inactive; . = not tested or not shown.

SMILES	Scp-1 inhibitor	Rpn11 inh	LMPTP block	CSN deneddyl inh	SUMO1 PPI mod	DNMT1 inh	Neddyl block	Rin1-Abl PPI inh	STEP inh	NadD block
CC(C)c1ccc(S(=O)(=O)N2CCCCC2)cc1	-6	i	0.0	3	2	-1	i	2	3	0
CCC(=O)Nc1cccc(Br)c1	-9	i	0.4	-7	-1	0	i	2	-4	-2
COc1cccc(NC(=O)Nc2ccncc2)c1	-7	i	8.4	2	-1	3	i	-2	0	-1
Cc1cc(-c2ccccc2)nc(N/N=C/c2ccc([N+](=O)[O-])cc2)n1	-6	i	1.0	-3	-23	-5	i	3	2	9
Cn1c(SCC(=O)c2ccc3c(c2)NC(=O)CO3)nc2ccccc21	-5	i	9.9	14	-2	-11	i	-1	10	2
Cc1ccc(-c2nn(Cc3ccccc3)cc2C(=O)N2CCN(c3ccccn3)CC2)cc1	-3	i	2.6	-1	1	-3	i	2	-1	-1
CC(=O)Nc1ccc(S(=O)(=O)N2CCC(c3nnc(-c4ccc(C)cc4)o3)CC2)cc1	-15	i	-0.2	3	-3	-2	i	-2	0	5
Oc1ccc(NC(=S)N=Nc2c(O)[nH]c3ccccc23)cc1	-7	i	2.1	-5	-4	-11	i	-3	-1	-4
COc1ccc(CNC(=O)c2coc(=O)c3ccccc23)cc1	-7	i	-0.1	2	2	1	i	3	0	-8
CC(CCc1ccccc1)NC(=O)COc1ccc(S(=O)(=O)N2CCOCC2)cc1[N+](=O)[O-] (stereo not drawn)	-14	i	0.2	-5	-17	-5	i	-1	2	-4
O=C(NCc1ccccc1)C1CCCN(S(=O)(=O)c2cccnc2)C1 (stereo not drawn)	3	i	-2.0	1	-1	-1	i	-2	0	2
CCOC(=O)N/N=C/c1c(C)c(C(=O)c2ccc(F)cc2)n2ccccc12	-9	i	-1.4	0	5	0	i	-3	-4	-1
COc1ccc(N2C(=O)CS/C2=C\[N+](=O)[O-])cc1	5	i	-2.4	1	-3	-2	i	-4	1	2
C[C@H]1CN([C@@H](C)CO)C(=O)Cc2cc(NC(=O)Nc3ccccc3)ccc2O[C@H]1CN(C)Cc1ccccc1	17	i	0.1	1	-3	-11	i	4	-2	3
CC(C)[C@H](NC(=O)[C@H](CCCN=C(N)N)NC(=O)NC(Cc1ccccc1)C(=O)O)C(=O)NC(C=O)CCCN=C(N)N (stereo partly drawn)	-9	i	-4.2	-1	-8	-4	i	0	-3	-6
CCN(CC(=O)Nc1ccc(C(C)=O)cc1)CC(=O)Nc1cccc(OC)c1	-3	i	0.2	-10	2	-3	i	1	2	-3
CNC(=O)/C=C/c1cc(C(=O)c2ccc(Cl)cc2Cl)cn1C	-10	i	-0.5	-1	-21	-1	i	-2	-3	-7
Cn1nnnc1Sc1ncnc2scc(-c3cccc4c3sc3ccccc34)c12	-14	i	1.3	9	-59	12	i	3	1	18
C=CCNC(=O)c1cccc(OC2CCN(CC(C)(C)C)CC2)c1	-6	i	2.1	0	12	7	i	-1	1	-2
C=CCc1cccc(/C=C/c2cc(=O)c3ccccc3[nH]2)c1O	4	i	1.6	1	-5	2	i	1	2	2
O=C1NCCN1C(=O)c1ccccc1F	-11	i	0.2	-1	-3	5	i	1	0	-1
O=C(COC(=O)CCS(=O)(=O)c1ccccc1)Nc1ccccc1	-10	i	-1.2	3	7	1	i	0	-6	4
COC(=O)c1c(NC(=O)CSc2ncnc3ccccc23)sc(C)c1C	-6	i	2.7	15	9	34	i	-3	2	6
O=C(CN(CCc1ccccc1)Cc1ccccc1)Oc1ccccc1P(=O)(O)O	-2	i	-2.2	-3	1	2	i	-1	-2	4
CCCCOC(=O)CSCC(=O)Nc1cc(C)on1	-6	i	-0.2	1	1	1	i	4	-3	1
CCn1c(Cc2ccccc2)nnc1SCC(=O)Nc1ccc(C)cc1	0	i	-0.3	3	-1	3	i	4	-1	-2
O=C(O)c1ccccc1C(=O)Nc1ccc(Oc2ccccc2)cc1	-4	i	0.0	3	-3	-1	i	0	1	6
CCCN1C(=O)SC(CC(=O)Nc2ccc(Br)cc2)C1=O (stereo not drawn)	-6	i	-0.5	3	1	-2	i	-1	-8	-5
CCS(=O)(=O)c1ccc2oc(SCC(=O)NC3CCCC(C)C3C)nc2c1 (stereo not drawn)	-5	i	-2.3	-4	9	-1	i	-2	-2	3
O=C(NC(=S)Nc1cccc2ncccc12)c1ccccc1	5	i	1.7	-1	-6	-3	i	1	2	-3

Reprinted from the part before: three entries, then new ones.
SMILES	Scp-1 inhibitor	Rpn11 inh	LMPTP block	CSN deneddyl inh	SUMO1 PPI mod	DNMT1 inh	Neddyl block	Rin1-Abl PPI inh	STEP inh	NadD block
CCCN1C(=O)SC(CC(=O)Nc2ccc(Br)cc2)C1=O (stereo not drawn)	-6	i	-0.5	3	1	-2	i	-1	-8	-5
CCS(=O)(=O)c1ccc2oc(SCC(=O)NC3CCCC(C)C3C)nc2c1 (stereo not drawn)	-5	i	-2.3	-4	9	-1	i	-2	-2	3
O=C(NC(=S)Nc1cccc2ncccc12)c1ccccc1	5	i	1.7	-1	-6	-3	i	1	2	-3
COc1ccc(-c2c(C#Cc3ccsc3)c3cc(-c4cccc5[nH]ccc45)ccc3n2C)cc1	-11	i	2.2	4	-16	-7	i	2	-2	16
CSc1ccccc1NC(=O)Nc1cccc(Cl)c1	-17	i	2.4	2	-1	-5	i	4	-6	2
O=c1c(-c2ccccc2)c[nH]n1-c1cccc([N+](=O)[O-])c1	-7	i	0.3	-10	-15	1	i	0	0	-2
COc1cc(-c2ccccc2)[nH]c(=S)n1	5	i	0.5	2	8	3	i	1	-2	0
Cc1ccc(F)c(S(=O)(=O)NC(=O)C2(C)CCN2C(=O)Cc2cc(F)ccc2F)c1 (stereo not drawn)	.	i	-3.0	1	-1	-3	i	0	-2	-3
COc1ccc2sc(-c3ccccc3OC)c(C#CC(C)(C)O)c2c1	-9	i	2.8	-5	0	-9	i	0	-2	-12
S=C(Nc1ccc(Oc2ccccc2)cc1)N1CCOCC1	-6	i	1.4	1	1	2	i	0	2	4
O=C(NCCc1ccccc1)N1CCCC(CNS(=O)(=O)Cc2ccccc2)C1 (stereo not drawn)	-6	i	-0.5	-11	-5	-2	i	2	-1	-5
Cc1cccc(NS(=O)(=O)c2cc3c4c(c2)CC(=O)N4CCC3)c1C	4	i	-1.1	2	0	0	i	-2	0	0
CN1C(=O)NC(NC(=O)c2ccncc2)(C(F)(F)F)C1=O (stereo not drawn)	-4	i	-1.5	-3	3	3	i	-3	0	1
COc1ccccc1C(CCNCc1ccccc1)c1ccc(OC(C)C)cc1 (stereo not drawn)	21	i	-0.7	-3	-12	5	i	7	-2	-3
NC(=S)N/N=C/c1cc([N+](=O)[O-])ccc1OCCOc1ccccc1	-2	i	-1.4	-6	-1	1	i	0	-1	5
CC1CCCC(C)N1/N=C/c1cccc(Br)c1 (stereo not drawn)	-6	i	-0.4	4	4	3	i	1	3	-3
Cc1ccc(OCC(=O)NCCCNC(=O)c2ccccn2)cc1C	-1	i	-0.8	-2	3	2	i	4	1	-1
CN(c1ccccc1C(=O)NCc1ccccc1Cl)S(=O)(=O)c1ccccc1	-11	i	-2.0	1	12	0	i	1	-2	-9
Cc1ccccc1[C@@H]1C(C#N)=C(N)S[C@H]1C(=O)c1ccccc1	-10	i	0.5	-3	-3	-11	i	-3	-1	-1
CC1CCCCC1n1c(=S)[nH]c2ccccc2c1=O (stereo not drawn)	-6	i	1.8	-4	-2	-5	i	3	1	-8
COc1ccc(/C=C/C(=O)Nc2ccc(NC(C)=O)cc2)cc1S(=O)(=O)N1CCOCC1	11	i	0.2	4	-15	2	i	-1	1	-3
O=C(NCC1CCOCC1)C1Cc2c(-c3ccccc3Oc3ccccc3)ccnc2O1 (stereo not drawn)	.	i	0.2	1	0	3	i	-4	-3	-3
COc1ccc(S(=O)(=O)N2CCOC23CCN(S(=O)(=O)c2cc(C)ccc2C)CC3)cc1	-8	i	2.1	-7	-4	-5	i	0	-5	-4
CN1CCN(c2ccc(CNS(=O)(=O)c3ccc(Cl)cc3)cc2)CC1	-18	i	-0.5	3	-5	-1	i	1	-2	-5
COc1ccc(N=Cc2ccc(N(CCC#N)CCC#N)cc2)cc1	-5	i	-0.7	-2	-2	5	i	-1	4	0
C[C@@H]1CCCCO[C@H](CN(C)C(=O)Nc2ccc3c(c2)OCO3)[C@H](C)CN([C@@H](C)CO)C(=O)c2cc(NS(=O)(=O)c3ccc(Cl)cc3)ccc2O1	.	i	1.6	6	2	-17	i	-3	1	27
O=C(C1CCC(=O)N1Cc1cccs1)N1CCOCC1 (stereo not drawn)	1	i	-0.1	1	-3	-3	i	0	1	1
CC(C)C(NC(=O)CN(c1cccc(F)c1)S(C)(=O)=O)C(C)C	3	i	-0.9	-2	-1	-2	i	-2	1	8
COC(=O)c1c(NC(=O)CCC(=O)O)sc2c1CCCCC2	-10	i	-0.1	-9	2	4	i	3	-3	-6
CCc1nnc(NC(=O)CCN(c2cc(C)cc(C)c2)S(=O)(=O)c2ccc(Cl)cc2)s1	1	i	-0.4	-6	2	3	i	0	2	1
CCc1nn(CC(=O)Nc2cc(C)ccc2C)c(=N)s1	-2	i	-1.8	3	0	0	i	5	-4	-10
CSc1ccc(CN2CCCN(C)CC2)cc1	-8	i	-3.8	1	1	2	i	-2	1	1
O=C(CCl)N1CCN2C(=O)c3ccccc3C12c1ccc(Cl)cc1 (stereo not drawn)	-12	i	1.1	3	3	14	i	1	1	-4
CCn1c(CNC(=O)c2ccccc2F)cc2ccccc21	-7	i	0.3	-3	0	-1	i	1	0	-10
